# Assay outcomes as filed in PubChem BioAssay.
# KB-3-1 tox: qHTS assay for MDR1-selective chemotherapeutics: Primary screen using the parental adenocarcinoma cell KB-3-1; AID 1347075, 2019; 1.4% of 400,000 active; Potency, µM (doses to about 46.1 µM), for the others: at the top dose activity change, negative = cytotoxic, most hits filed as cytotoxic; KB-3-1 viability, CellTiter-Glo ATP luminescence, 72 h; further: potency means the concentration at half of the fitted maximal effect; on the % scale 0 is the no-effect control and ±100 the full control effect; nearly all actives have a fitted effect of over 60% in size
#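 Parental KB-3-1 viability, qHTS format: 72 h compound exposure, 37 °C; CellTiter-Glo; media-only wells and DMSO plates as controls; concentration-effect fits on corrected data.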
# SW480 rereplic: A quantitative high throughput screen for small molecules that induce DNA re-replication in SW480 colon adenocarcinoma cells; Potency, µM (titrated, usually from 46.1 µM), inactives show at the top dose re-replication activation, hits mostly activators; SW480 DNA re-replication, Hoechst DNA content imaging, 48 h; 1.8% of 340,000 active; further: potency means the concentration at half of the fitted maximal effect; % of control where 0% means no effect; nearly all actives have a fitted effect of over 55% in size
#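 Cells (250 per well) received 23 nL compound or DMSO by pin tool and were kept 48 hr at 37 C, 5% CO2. Nuclei were then stained with Hoechst for 40 min and scanned for DNA content.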
# HT1080 IDH1KD tx: qHTS for induction of synthetic lethality in tumor cells producing 2HG: qHTS for the HT-1080-IDH1KD cell line; Potency, µM (doses to about 46.1 µM), for inactives: at the top dose activity, negative = toxicity, most hits filed as cytotoxic; AID 686971, 2013; 2% of 360,000 active; HT-1080 IDH1 knockdown viability, ATP luminescence, 48 h;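 further: potency means the concentration at half of the fitted maximal effect; 0% = DMSO wells and -100% = cell-free medium wells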
#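 Luminescent ATP read-out (CellTiter-Glo, 10 min at room temperature) after 48 h compound exposure at 37 °C gave viability of IDH1-knockdown HT-1080 cells. Activity was normalised to DMSO and cell-free wells, then fitted as concentration-response curves.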
# IL1B secr inh: qHTS for Inhibitors of Inflammasome Signaling: IL-1-beta AlphaLISA Primary Screen; THP-1 LPS/ATP IL-1B secretion, AlphaLISA, 16 h; active compounds read low; activity change, % at 57.5 µM; 4.7% of 360,000 active; AID 743279, 2014; in the data active means activity change below about -50%; inconclusive means mostly about -30% to -49%; further: on the % scale 0 is the no-effect control and ±100 the full control effect
#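 Secreted IL-1B measured by AlphaLISA bead assay after 16 h compound exposure of THP-1 cells; compounds (final up to 57.5 uM) added 1 h before LPS (250 ng/mL) and ATP (1.25 mM) stimulation; lower signal means less secretion.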
# ATXN2 expr inh: Primary qHTS for Inhibitors of ATXN expression; Potency, µM (highest dose often 57 µM), inactives show top-dose activity change, negative = inhibition, usual class: inhibitors; AID 1745845, 2022; HEK-293 ATXN2-luciferase reporter, luminescence, 24 h; 0.72% of 360,000 active; further: potency means the concentration at half of the fitted maximal effect; on the % scale 0 is the no-effect control and ±100 the full control effect; nearly all actives have a fitted effect of over 55% in size
#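 qHTS (up to 57 uM final) was run with 24 h compound exposure of reporter cells at 37 °C. Each well was multiplexed: SteadyGlo luminescence measured ATXN2-luciferase expression after a fluorogenic Gly-Phe-AFC viability readout (25 uM final).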
# S2 tox: Viability Counterscreen for Primary qHTS for Inhibitors of ATXN expression; AID 651635, 2014; Potency, µM (series often up to 56.7 µM), actives largely listed as cytotoxic; S2 cells (HEK-293 line with an ATXN2-luciferase reporter) viability, CellTiter-Fluor protease fluorescence, 24 h; 0.49% of 400,000 active; further: potency means the concentration at half of the fitted maximal effect; nearly all actives have a fitted effect of over 40% in size
# HepG2 viability: qHTS for Inhibitors of TGF-b: Cytotox Counterscreen; 0.76% of 410,000 active; HepG2 CAGA-GFP viability, ATP luminescence, 18 h; AID 588856, 2011; Potency, µM (titrated, usually from 46.1 µM), for inactives: at the highest dose activity change, negative = cytotoxicity, hits mostly cytotoxic; further: potency means the concentration at half of the fitted maximal effect; some results filed as inactive show a strong effect at the top dose
#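 HepG2 CAGA-GFP cells (1000/well, DMEM with 1% FBS) received compound, then TGF-beta at 500 pg/mL final, and were incubated 18 hours at 37 degrees C. Viability was read by CellTiter-Glo luminescence. Media-only wells were set as complete cell-killing and DMSO as no toxicity.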
# HT1080-NT tox: qHTS for induction of synthetic lethality in tumor cells producing 2HG: qHTS for the HT-1080-NT fibrosarcoma cell line | HT-1080-NT fibrosarcoma viability, CellTiter-Glo ATP luminescence, 48 h | Potency, µM (series often up to 46.1 µM), for the others: top-dose activity, negative = less viability, hits mostly cytotoxic | 1.6% of 360,000 active | AID 686970, 2013;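 further: NT is the 2HG producing partner of a matched IDH1 knockdown line; potency means the concentration at half of the fitted maximal effect; 0% = DMSO-treated cells and -100% = media-only wells without cells; nearly all actives have a fitted effect of over 55% in size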
#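 HT-1080-NT; 750 cells/well; 5% FBS RPMI; 48 h compound, 37 degrees C; CellTiter-Glo luminescence; curve fitting and curve-class assignment.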
# MCF10A rereplic: A quantitative high throughput screen for small molecules that induce DNA re-replication in MCF 10a normal breast cells. MCF 10A DNA re-replication, Hoechst nuclear intensity, 48 h. Potency, µM (top dose mostly 46.1 µM), inactives show at the top dose activity, positive = re-replication, hits mostly activators. 2.9% of 350,000 active. AID 624296, 2012; further: potency means the concentration at half of the fitted maximal effect; % of control where 0% means no effect; nearly all actives have a fitted effect of over 50% in size
# * hit, by the source's call; i = inactive; ? = inconclusive; / = no result given; & = joins results of further samples; [ ] = another dose, or the depositor's remark. Unless noted, the call rests on the fitted dose curve; in most records, active means well fitted curve in the direction sought with a large enough effect; inconclusive means small, poorly fitted or top-dose-only effect, or another doubt; inactive means no such curve, though single readings can be large; an effect the other way counts as inactive or inconclusive. An unsorted share of the library; about 8.9% have a hit in one of these screens.
# Under each structure – KB-3-1 tox	SW480 rereplic	HT1080 IDH1KD tx	IL1B secr inh	ATXN2 expr inh	S2 tox	HepG2 viability	HT1080-NT tox	MCF10A rereplic
COc1ccc2nc(NC(=O)CS(=O)(=O)c3ccc(C)cc3)sc2c1
→ 10%	-5%	2%	-3	1%	i	0%	12%	1%
Cn1nnnc1SCC(=O)NNC(=O)c1ccc(F)cc1
→ 7%	-6%	2%	6	-2%	i	27%	21%	-3%
Cc1cc(-c2ccccc2)nc2cc(C(=O)NCc3ccco3)nn12
→ -5%	-2%	-1%	?	1%	i	17%	6%	-4%
CCC(CC)NC(=O)Cc1ccc(S(=O)(=O)N2CCOCC2)s1
→ 5%	-1%	13%	0	-3%	i	-1%	?	-4%
COCCCNC(=O)CSc1nc2ccc(N3CCOCC3)cc2c(=O)n1CCc1ccccc1
→ 29%	0%	-8%	-8	-5%	i	-22%	-2%	0%
Cc1ccc(OCC(=O)OCC(=O)c2c(N)n(C)c(=O)n(C)c2=O)cc1C
→ -1%	-25%	15%	17	0%	i	-4%	14%	-2%
Cc1cc(SCc2ccc(Cl)cc2)nc(=O)[nH]1
→ 3%	-10%	2%	-13	/	i	-1%	1%	11%
OCCNc1nc(NCCC2=CCCCC2)nc(N2CCOCC2)n1
→ -17%	-1%	-13%	-5	-16%	i	-16%	-1%	-3%
COc1cccc(CN(C)C(c2ccccc2)c2ccccc2)c1OC
→ 1%	0%	-1%	23	-22%	i	-6%	0%	?
CCOC(=O)N1CCN(Cc2nc(-c3cccc(Cl)c3)no2)CC1
→ 4%	-1%	-17%	33	-26%[2.22 µM]	i	-23%	-11%	-14%
CC(C)(O)C#Cc1ccc(CNC[C@H]2O[C@@H](n3cnc4c(=O)[nH]c(N)nc43)[C@H](O)[C@@H]2O)s1
→ 0%	/	22%	0	11%	i	-1%	22%	/
CC(=O)O[C@@H]1[C@@H](OC(C)=O)[C@H](n2ccc3cc([N+](=O)[O-])ccc32)OC[C@@H]1OC(C)=O
→ 5%	0%	-9%	-10	-4%	i	-39%	-4%	4%
CN(Cc1ccc(F)cc1)C(=O)CNC(=O)c1ccc2c(c1)OCO2
→ 0%	-4%	-1%	0	8%	i	4%	-4%	-1%
CCC(C)C(NC(=O)c1ccccc1NC(=O)c1ccco1)C(=O)NC1CCCCC1 (configuration not stated)
→ ?	2%[9.22 µM]	-14%	17	1%	?	-4%	-1%	-1%
CCCCOc1ccc(/C=N/NC(=S)Nc2cccc(C)c2C)cc1
→ 19%	5%	14%	6	-8%	i	-17%	-2%	5%

# Next part, overlapping the part above by two compounds.
# Under each structure – KB-3-1 tox	SW480 rereplic	HT1080 IDH1KD tx	IL1B secr inh	ATXN2 expr inh	S2 tox	HepG2 viability	HT1080-NT tox	MCF10A rereplic
CCC(C)C(NC(=O)c1ccccc1NC(=O)c1ccco1)C(=O)NC1CCCCC1 (configuration not stated)
→ ?	2%[9.22 µM]	-14%	17	1%	?	-4%	-1%	-1%
CCCCOc1ccc(/C=N/NC(=S)Nc2cccc(C)c2C)cc1
→ 19%	5%	14%	6	-8%	i	-17%	-2%	5%
O=C(C1CCN(S(=O)(=O)c2ccc(Cl)cc2)CC1)N1CCCC1
→ -1%	?	8%	1	-1%	i	0%	3%	3%
COCCCN1C(=O)C(CC(=O)NC2CCCC2)CC(C(=O)N(C(C)C)C(C)C)=C1C (configuration not stated)
→ 0%	/	19%	?	-1%	i	4%	18%	/
CC(C)(C)c1cc(NC(=O)Nc2ccc(Cl)cc2Cl)no1
→ 12%	-38%[inhibitor]	?	-11	-14%	i	-168%	?	18µM*
COc1ccc(C2C3=C(CC(C)(C)CC3=O)Nc3nc(C)nn32)cc1OC (configuration not stated)
→ -1%	-3%	-2%	2	/	i	-27%	-2%	-5%
O=C1C[C@@H](c2ccc(O[C@@H]3O[C@H](CO)[C@@H](O)[C@H](O)[C@H]3O)cc2)Oc2cc(O)ccc21
→ 0%	2%	21%	6	19%	i	1%	10%	?
COc1ccc(-c2cc(NC(=O)c3cncn3-c3ccccc3)ccc2OC)cc1
→ -13%	?	-19%	12	-19%	i	-22%	-2%	2%
CCc1ccc(NC(=O)c2ccc3c(c2)nnn3CC)cc1
→ 2%	/	/	/	20%	i	8%	/	/
COc1ccc(N2CCN(C(=O)CCCC3=NS(=O)(=O)c4ccccc4N3)CC2)cc1
→ 0%	-7%	0%	4	-4%	i	0%	-10%	7%
CCOC(=O)c1c(C)[nH]c(C)c1S(=O)(=O)N1CCC(C(=O)Nc2cc(C)ccn2)CC1
→ 10%	/	/	/	-4%	i	-1%	/	/
COc1cccc(/C=N/NC(=S)Nc2cccnc2)c1
→ 10%	?	1%	-6	15%	i	-12%	-2%	-50%[inhibitor]
COc1ccc(CCC(=O)O)c(C(CC(=O)O)C(=O)O)c1OS(=O)(=O)c1ccc(C)cc1 (configuration not stated)
→ ?	/	5%	8	/	?	2%	11%	/
N#C/C(=C\Nc1ccccc1SC(F)(F)F)c1nc(-c2ccc(F)cc2)cs1
→ 14%	-2%	5%	44	2%	i	-2%	7%	?
CCc1[nH]nc(C(=O)N2CCCC(Nc3cccc(F)c3)C2)c1C (configuration not stated)
→ /	2%	1%	-1	28%	i	-35%	3%	0%
O=C(CC1CCCCC1)Nc1nc2ccccc2s1
→ -5%	-2%	7%	?	/	i	-11%	-3%	-5%
COC(=O)c1cccc(NC(=O)CSc2nc(C)cc(=O)[nH]2)c1
→ 23%	-6%	6%	37	0%	i	-2%	-1%	1%
Cc1ccc[n+](CC(=O)Nc2nc3ccccc3s2)c1
→ -14%	-17%	-2%	-12	3%[11.3 µM]	i	-13%	17%	10%
CCN(C[C@H]1N[C@@](CC)(C(=O)OC)[C@H]2C(=O)N(Cc3ccccc3)C(=O)[C@@H]12)C(=O)Nc1ccc(Cl)cc1
→ 1%	-1%[9.22 µM]	-23%	-23	12%	i	-19%	0%	25%
CC(C)N1C(=O)/C(=C\c2nc3ccccc3c(=O)[nH]2)c2ccccc21
→ 18µM*	?	?	-100*	-2%	i	-36%	?	?
Cc1cc(-c2ccc(C)c(S(=O)(=O)NCC3CCN(Cc4ccccc4F)CC3)c2)on1
→ -4%&-13%	?	-23%	?	-14%&0%	?	-24%&-26%	?	?
COC(=O)/C(=N/Nc1ccccc1C)N1CCCc2ccccc21
→ -7%	0%	-9%	12	-4%	i	0%	0%	4%
COc1ccccc1-n1c(=O)c2c3c(sc2n2c(SC)nnc12)CCC3
→ 6%	-4%	6%	7	5%	?	1%	5%	-3%
Clc1ccc(Oc2cnns2)c(Cl)c1
→ -5%	-1%	3%	-14	-9%	i	12%	4%	5%
Cc1ccc(SC(C)C(=O)Nc2c(C)n(C)n(-c3ccccc3)c2=O)cc1 (configuration not stated)
→ 8%	-6%	1%	28	-7%	i	0%	6%	0%
COc1ccc(NC(=O)N(C)C[C@H]2OCc3cnnn3CCCC(=O)N([C@H](C)CO)C[C@@H]2C)cc1
→ -6%	/	-1%	3	4%	i	-33%	15%	/
COc1cccc(/C=N/Nc2nc3ccccc3[nH]2)c1OC
→ 3%	-1%[9.22 µM]	13%	-12	49%[activator]	i	-14%	14%	33%
Cc1ccc(CNC(=O)C(=O)NCC2OCCN2C(=O)c2ccc(Cl)cc2)cc1 (configuration not stated)
→ 2%	?	12%	5	-22%	i	-1%	5%	?
CC(C)(C)c1ccccc1OCCCCN1CCCC1
→ -11%	-1%	11%	0	-5%	i	-28%	6%	?
COc1ccc(NC2CCCN(C(=O)CCc3cn[nH]c3)C2)cc1 (configuration not stated)
→ 12%	-12%	26%	15	3%	i	-25%	19%	-34%[inhibitor]
COc1cccc(N2CCN(C(=O)CN3C(=O)NC4(CCCC4)C3=O)CC2)c1
→ /	-4%	1%	12	5%	?	24%	2%	1%
O=C(Nc1cccc(-c2nc3cccnc3s2)c1)c1cccnc1Cl
→ ?	-1%	-2%	-3	-6%	i	-8%	-3%	17%
Cc1cc(-c2n[nH]c(=S)n2/N=C/c2cccc([N+](=O)[O-])c2)n[nH]1
→ 2%	-4%	15%	13	1%	i	-1%	8%	-4%
COc1ccc(CNC(=S)N2CCN(Cc3ccccc3)CC2)cc1
→ -17%	?	-2%	-15	/	i	-33%	-17%	25%
Cc1ccc(C(=O)N2CCCC(N3CCN(c4cccc(C(F)(F)F)c4)CC3)C2)s1 (configuration not stated)
→ ?	-17%	-24%	-9	/	?	-45%	?	5%
O=C(Nc1ccc(Cl)cc1)N1CCc2ccccc2C1
→ -2%	-143%[inhibitor]	?	-74*	56%[activator]	i	-35%	-14%	-1%
Cc1ccccc1NC(=O)CN1CCC(n2nnc3ccccc32)CC1
→ 15%	-1%	-5%	-28	0%	i	-60%	-2%	16%
CC(=O)Nc1ccc(NC(=O)CSc2nc(=O)n(CCCN3CCOCC3)c3c2CCC3)cc1
→ 3%	/	13%	1	/	?	4%	6%	/
O=C(Cn1nnc2c(cnn2-c2ccc(F)cc2)c1=O)Nc1ccccc1C(F)(F)F
→ 2%	6%	7%	12	/	?	-5%	0%	12%
Cc1ccnc2nc(C(=O)OCC(=O)N3CCc4ccccc43)nn12
→ 0%	-14%	7%	3	/	i	12%	?	9%
CCCCn1c(N)c(N(CCC(C)C)C(=O)C2CC(=O)N(c3ccc4c(c3)OCCO4)C2)c(=O)[nH]c1=O (configuration not stated)
→ -15%	5%	-3%	-8	-15%	?	-12%	3%	5%
Cc1[nH]c(C)c(S(=O)(=O)NCCc2ccc(S(N)(=O)=O)cc2)c1C(=O)N1CCCC1
→ 10%	-13%	8%	0	1%	i	1%	?	2%
